Source: PubChem
RBX1-CUL1 inh – inhibitors of human ROC1-CUL1 ubiquitin ligase activity | inhibition, % at 10 µM | E3 ubiquitin-protein ligase RBX1 (Homo sapiens) + Cullin-1 (Homo sapiens), P62877+Q13616 | hit rate 0.6% among 140,000 | in vitro K48 di-Ub FRET, acceptor:donor ratio, 45 min; in the data active = inhibition above about 25%
Target sequence (P62877 whole entry, looked up): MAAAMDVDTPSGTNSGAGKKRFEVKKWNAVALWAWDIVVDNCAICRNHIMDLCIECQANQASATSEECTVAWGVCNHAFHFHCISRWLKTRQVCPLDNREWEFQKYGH
Target sequence (Q13616 whole entry, looked up): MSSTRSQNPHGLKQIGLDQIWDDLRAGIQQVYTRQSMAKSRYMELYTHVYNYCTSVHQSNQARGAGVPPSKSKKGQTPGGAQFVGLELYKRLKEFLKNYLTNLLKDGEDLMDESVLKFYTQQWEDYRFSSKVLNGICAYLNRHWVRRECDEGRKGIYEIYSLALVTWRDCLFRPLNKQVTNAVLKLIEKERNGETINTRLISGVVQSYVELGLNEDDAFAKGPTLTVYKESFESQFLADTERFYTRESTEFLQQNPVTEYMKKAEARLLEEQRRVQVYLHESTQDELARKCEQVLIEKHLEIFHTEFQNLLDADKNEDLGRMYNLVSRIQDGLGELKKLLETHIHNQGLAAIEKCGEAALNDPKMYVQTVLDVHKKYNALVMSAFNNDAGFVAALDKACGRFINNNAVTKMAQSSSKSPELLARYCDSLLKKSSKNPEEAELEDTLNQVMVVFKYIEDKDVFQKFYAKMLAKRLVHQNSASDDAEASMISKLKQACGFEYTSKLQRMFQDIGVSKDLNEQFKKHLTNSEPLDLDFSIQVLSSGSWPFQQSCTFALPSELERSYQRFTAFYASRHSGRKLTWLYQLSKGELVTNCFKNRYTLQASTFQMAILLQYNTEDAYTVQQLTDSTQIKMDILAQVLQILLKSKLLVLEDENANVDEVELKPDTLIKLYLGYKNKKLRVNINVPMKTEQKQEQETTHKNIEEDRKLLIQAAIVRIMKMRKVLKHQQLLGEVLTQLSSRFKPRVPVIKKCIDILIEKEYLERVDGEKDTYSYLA
An asterisk follows results filed as active; & = joins results of further samples. The list is partial (hit frequency here may not be typical).

SMILES	RBX1-CUL1 inh
Fc1cccc(Cl)c1C1N2CCCCN12 (centres undefined)	9
Fc1ccc(C(O/N=C2/CN3CCC2CC3)c2ccc(F)cc2)cc1	1
COc1cc(C=C2C(=O)NC(=S)NC2=O)ccc1OCc1ccccc1[N+](=O)[O-]	-9
CCCC12CN3CN(CC(C)(C3)C1=O)C2	13
Cc1ccsc1C(=O)C1CCCN(C2CCSCC2)C1 (centres undefined)	6
Cc1nc2c(c(=O)n1Cc1ccc(Cl)cc1)C(c1cccs1)c1c(c3ccccc3oc1=O)O2 (centres undefined)	8
CCOc1ccccc1N1Cc2ccccc2C1=N	-4
COc1ccccc1-n1c(CNCC2CCCO2)nc2ccccc2c1=O (centres undefined)	-3
O=[N+]([O-])c1cc([N+](=O)[O-])c2n[nH]nc2c1	7
COC(=O)C1=C(C)OC(=N)C(C#N)C12C(=O)Nc1ccc(C)cc12 (centres undefined)	3
COc1cccc(-c2nn3c(=O)cc(CN4CCN(C(=O)COc5ccccc5C)CC4)nc3s2)c1	8
Nc1nc2nonc2n2nnnc12	5
CN=C1c2ccccc2C2(c3ccccc3)C1N2C (centres undefined)	1
C=CCN1C(=O)/C(=C/c2cc(C)n(-c3cccnc3)c2C)C(=O)NC1=S	4
CN1C2CCC1CC(=NOC(c1ccccc1)c1ccc(Cl)cc1)C2 (centres undefined)	4
N#Cc1cc2c(nc1SCC(=O)Nc1ccc(OC(F)(F)F)cc1)C1CCN2CC1	-2
CCOC(=O)C1C(=N)OC(C)=C(C(=O)OC(C)(C)C)C12C(=O)N(C)c1ccccc12 (centres undefined)	1
Cc1[nH]cnc1-c1nnc2n1-c1ccc(Cl)cc1C(c1ccccc1Cl)=NC2	6
COc1ccccc1CCNCc1ccccc1C	12
CCc1nc2ccccc2c(=O)n1-c1cccc([N+](=O)[O-])c1	1
CCOC(=O)c1sc2nc3c(cc2c1N)CN(C(C)C)CC3	-1
O=C(COc1ccc(Cl)cc1)N1CCN(C/C=C/c2ccccc2)CC1	-7
Cc1cccc(-n2nc(C)c3c2NC(=O)CSC3c2ccccc2Cl)c1 (centres undefined)	6
O=c1c2ccccc2nc(CNCc2ccco2)n1-c1ccc(F)cc1	-2
Cc1ccc(OCC(=O)N2CCN(Cc3ccc(F)cc3)CC2)cc1	-5
CCCSc1nc2ccccc2c(=O)n1-c1ccccc1OC	-5
CN(C(=O)Cc1cn2ccsc2n1)C1CCCN(CCc2ccccc2)C1 (centres undefined)	8
CCSC(=O)NC1CCSC1=O (centres undefined)	-3
COC(=O)[C@H]1C2c3ccccc3C=CN2N(c2ccccc2)[C@H]1C(=O)OC (some centres undefined)	3
N#Cc1cnn2c(C(F)(F)F)cc(-c3ccc(Cl)cc3)nc12	5
O=C1C2CCN(CC2)C1Cc1ccccc1O (centres undefined)	4
CCCC/C(=N\O)c1c(C)[nH]c2ccccc12	-2
NS(=O)(=O)c1ccc(NC(=O)Nc2ccc(Cl)cc2)cc1	-3
COc1ccccc1C1c2c(c3ccccc3sc2=O)OC(=N)C1C#N (centres undefined)	2
CCOc1ccc(CN(CCc2ccc3c(c2)OCO3)Cc2ccc(OC)c(Br)c2)cc1	1&-1
Cc1ccc(-n2c(CNCc3ccc(F)cc3)nc3ccccc3c2=O)cc1	-8
CCOC(=O)C1=C(c2ccccc2)N2c3ccccc3C3c4ccccc4C1NC32 (centres undefined)	10
CC1C(=NP(=O)(OCC(F)(F)F)OCC(F)(F)F)C(=O)N(c2ccccc2)N1C (centres undefined)	3
CN(C)CC1CSCCC1(O)c1cccc(O)c1 (centres undefined)	-2
CC(Cc1ccc(Cl)cc1)NCCOC(c1ccc(F)cc1)c1ccc(Cl)cc1 (centres undefined)	-4

Ordered by formula weight (low to high): 28 of the compounds above.
SMILES	RBX1-CUL1 inh
Nc1nc2nonc2n2nnnc12	5
CCSC(=O)NC1CCSC1=O (centres undefined)	-3
CCCC/C(=N\O)c1c(C)[nH]c2ccccc12	-2
CN=C1c2ccccc2C2(c3ccccc3)C1N2C (centres undefined)	1
COc1ccccc1CCNCc1ccccc1C	12
CN(C)CC1CSCCC1(O)c1cccc(O)c1 (centres undefined)	-2
CCc1nc2ccccc2c(=O)n1-c1cccc([N+](=O)[O-])c1	1
CCOC(=O)c1sc2nc3c(cc2c1N)CN(C(C)C)CC3	-1
N#Cc1cnn2c(C(F)(F)F)cc(-c3ccc(Cl)cc3)nc12	5
COC(=O)C1=C(C)OC(=N)C(C#N)C12C(=O)Nc1ccc(C)cc12 (centres undefined)	3
NS(=O)(=O)c1ccc(NC(=O)Nc2ccc(Cl)cc2)cc1	-3
Cc1ccc(OCC(=O)N2CCN(Cc3ccc(F)cc3)CC2)cc1	-5
O=c1c2ccccc2nc(CNCc2ccco2)n1-c1ccc(F)cc1	-2
CN1C2CCC1CC(=NOC(c1ccccc1)c1ccc(Cl)cc1)C2 (centres undefined)	4
COc1ccccc1C1c2c(c3ccccc3sc2=O)OC(=N)C1C#N (centres undefined)	2
COC(=O)[C@H]1C2c3ccccc3C=CN2N(c2ccccc2)[C@H]1C(=O)OC (some centres undefined)	3
C=CCN1C(=O)/C(=C/c2cc(C)n(-c3cccnc3)c2C)C(=O)NC1=S	4
O=C(COc1ccc(Cl)cc1)N1CCN(C/C=C/c2ccccc2)CC1	-7
CN(C(=O)Cc1cn2ccsc2n1)C1CCCN(CCc2ccccc2)C1 (centres undefined)	8
Cc1cccc(-n2nc(C)c3c2NC(=O)CSC3c2ccccc2Cl)c1 (centres undefined)	6
CCOC(=O)C1=C(c2ccccc2)N2c3ccccc3C3c4ccccc4C1NC32 (centres undefined)	10
Cc1[nH]cnc1-c1nnc2n1-c1ccc(Cl)cc1C(c1ccccc1Cl)=NC2	6
CCOC(=O)C1C(=N)OC(C)=C(C(=O)OC(C)(C)C)C12C(=O)N(C)c1ccccc12 (centres undefined)	1
CC(Cc1ccc(Cl)cc1)NCCOC(c1ccc(F)cc1)c1ccc(Cl)cc1 (centres undefined)	-4
N#Cc1cc2c(nc1SCC(=O)Nc1ccc(OC(F)(F)F)cc1)C1CCN2CC1	-2
CC1C(=NP(=O)(OCC(F)(F)F)OCC(F)(F)F)C(=O)N(c2ccccc2)N1C (centres undefined)	3
CCOc1ccc(CN(CCc2ccc3c(c2)OCO3)Cc2ccc(OC)c(Br)c2)cc1	1&-1
COc1cccc(-c2nn3c(=O)cc(CN4CCN(C(=O)COc5ccccc5C)CC4)nc3s2)c1	8

The listing continues.
SMILES	RBX1-CUL1 inh
CC(C)c1ccc(OCC(=O)N2CCN(CCc3ccccn3)CC2)cc1	8
c1ccc(C2C(c3ccccc3)N2c2ccccc2)cc1 (centres undefined)	6
CCOC(=O)[C@]12C[C@](C)(c3ccccc3)[C@@]1(c1ccccc1)NC(=O)C2=O	-8
Cc1cccn2c(CNC(C)Cc3cccnc3)c(C(=O)N3CCCCC3)nc12 (centres undefined)	5
CCC1c2c(c3ccccc3oc2=O)Oc2nc(C)n(CC(=O)c3ccc(Cl)cc3)c(=O)c21 (centres undefined)	-1
CCOC(=O)C1=C(C)OC(=N)C(C(=O)OCC)C12C(=O)Nc1ccc(Br)cc12 (centres undefined)	10
Cc1c[n+]2ccc(OC(=O)N(C)C)cc2n1C	-4
Cc1ccc(N2CCNCC2)cc1Cl	1
CN1CCc2nc(SCc3cccc(Cl)c3)c(C#N)cc2C1	0
CN(C)CC#CCC(O)(c1ccccc1)C1CCCC1 (centres undefined)	-9
CC(=O)C1=C(C)OC(=N)C(C#N)C12C(=O)N(C)c1ccccc12 (centres undefined)	1
CCSC1=NP(=S)(SCC)N(CC)c2nc3n(c21)CCC3 (centres undefined)	3
CC1(C)C(C(=O)NC2CCCc3nc(N4CCC(CO)CC4)ncc32)C1(C)C (centres undefined)	4
CN1C2CCC1CC(=NOC(=O)c1cncc(Br)c1)C2	3
O=C(CCc1nc(C2=CCN(Cc3cccc(Cl)c3)CC2)no1)Nc1ccccc1F	-8
CC(C)=CCN1CCOC(c2cccc(C(F)(F)F)c2)C1 (centres undefined)	2
O=[N+]([O-])c1ccccc1SC1CC2C(c3ccc(F)cc3)Nc3c(Cl)cc(Cl)cc3C2C1Cl (centres undefined)	-3
c1ccc2c(c1)CC(NCC1CCCC1)CO2 (centres undefined)	5
Cc1nc(CCNC(=O)c2cn(C)c3ccccc23)cc(=O)[nH]1	-3
Cc1cccc(OCC(=O)N2CCN(C)CC2)c1	1
CCCCN(C(=O)c1ccccc1)C1=CC2CCC(C1)N2C (centres undefined)	-6
COc1cc(/C=C2/C(=O)NC(=O)N(Cc3ccc(F)cc3)C2=O)cc(OC)c1O	-21
COC(=O)C1(O)c2ccccc2-c2ccccc21	6
